GPR7 antag – blocks human GPR7 receptor signaling; 1.1% of 290,000 active; inhibition, % at 4.4 µM; AID 1861; GPR7-expressing cells, fluorescence antagonist assay; P48145; in the data active means inhibition above about 16%, passing the limit was not always enough;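 further: cells stimulated with the agonist NPW; 0% = agonist with vehicle and 100% = vehicle without agonist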
Target sequence (P48145 whole entry, looked up): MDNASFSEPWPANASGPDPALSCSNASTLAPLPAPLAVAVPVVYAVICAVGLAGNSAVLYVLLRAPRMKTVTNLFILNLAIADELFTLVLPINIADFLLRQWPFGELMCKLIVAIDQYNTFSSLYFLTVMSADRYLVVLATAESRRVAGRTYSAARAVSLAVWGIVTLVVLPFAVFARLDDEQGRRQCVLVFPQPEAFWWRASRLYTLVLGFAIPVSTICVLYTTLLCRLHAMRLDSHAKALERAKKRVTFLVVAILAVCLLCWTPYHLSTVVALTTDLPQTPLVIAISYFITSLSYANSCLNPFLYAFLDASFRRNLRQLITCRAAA
CHO-K1 Ca PAM – counter-screen for M1 PAMs: effect in parental CHO-K1 cells; ATP EC20, Fluo-8 calcium fluorescence; 0% at ATP EC20, 100% at ATP max; activation, % at 3 µM; 0.02% of 360,000 active;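 active means activation above the run cutoff, the mean activation of all test compounds plus 3 SD, cut at about 40% in these data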;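 further: peak over basal fluorescence ratio in a 140 s read after ATP addition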
CHO parental Ca – counter-screen: ATP calcium response change in parental CHO cells | parental CHO-K1, ATP-induced calcium, Fluo-8 fluorescence | inhibition, % at 5.6 µM | 0.63% of 330,000 active | AID 463079;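 active means inhibition above that plate's mean sample inhibition plus 3 SD, cut at about 26% in these data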;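 further: 0% = ATP-challenged DMSO wells and 100% = DMSO wells without ATP; some compounds past the cut are filed as inactive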
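Test system: untransfected parental CHO cell line; also added: ATP stimulus; dosing: 5.6 µM, single dose; signal: calcium-sensitive Fluo-8 fluorescence; measure: percent inhibition of ATP-evoked calcium rise, normalized to controls; benchmarks: low control ATP plus DMSO, high control DMSO only; replication: one well per compound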
TAAR1 antag – antagonists of human TAAR1; AID 624466; Q96RJ0; inhibition, % at 3 µM; 1.5% of 360,000 active; CHO RD-HGA16 TAAR1, Fluo-8 calcium fluorescence, antagonist;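 active means inhibition above a per-plate cutoff, the mean inhibition of test compounds on that plate plus 3 SD, cut at about 49% in these data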;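 further: 0% = DMSO plus EC80 beta-PEA response and 100% = DMSO alone without agonist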
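test system = CHO RD-HGA16 cells bearing hTAAR1 | replication = singlicate | controls = DMSO-only wells and EC80 β-PEA-stimulated wells | reagent = EC80 β-phenethylamine stimulus | read-out basis = percent inhibition of PEA-evoked calcium signal, max/basal emission ratio | schedule = seeding 17-24 h prior, 75-min 37 °C, 30-min RT dye loading | signal = kinetic Fluo-8 calcium fluorescence measurement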
CHO-K1 Ca ag – M1 agonist counterscreen hit in parental CHO-K1 cells; activation, % at 3 µM; AID 602248; Fluo-8 calcium fluorescence; scaled to maximal ATP response, vehicle zero; 0.48% of 360,000 active; in the data active means activation above about 15%;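 further: untransfected CHO-K1 host cells lacking M1 receptor as counterscreen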
V1aR counter – activates human V1a receptor in oxytocin agonist counter-screen | P37288 | CHO-V1R cells, Fluo-8 calcium fluorescence, agonist mode; 0% DMSO, 100% 3 nM vasopressin | activation, % at 3 µM | 0.25% of 320,000 active;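 active means activation above the mean activation of all tested compounds plus 3 SD, per screening run, cut at about 20% in these data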;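 further: signal is peak over basal fluorescence ratio across a 100 second FLIPR read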
Target sequence (P37288 whole entry, looked up): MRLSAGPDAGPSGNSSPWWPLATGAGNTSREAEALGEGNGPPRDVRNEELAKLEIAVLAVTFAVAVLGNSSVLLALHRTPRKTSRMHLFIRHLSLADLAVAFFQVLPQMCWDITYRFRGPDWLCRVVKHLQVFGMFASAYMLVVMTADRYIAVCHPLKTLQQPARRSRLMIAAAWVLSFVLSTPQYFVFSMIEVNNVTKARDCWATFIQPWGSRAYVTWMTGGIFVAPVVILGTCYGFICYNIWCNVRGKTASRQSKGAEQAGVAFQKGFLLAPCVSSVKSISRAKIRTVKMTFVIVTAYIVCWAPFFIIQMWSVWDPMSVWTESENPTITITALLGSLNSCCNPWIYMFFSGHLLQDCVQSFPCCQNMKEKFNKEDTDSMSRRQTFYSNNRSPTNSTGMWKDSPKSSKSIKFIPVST
OXTR potentiator – potentiates the human oxytocin receptor response. P30559. CHO-OTR cells, Fluo-8 calcium fluorescence, potentiator mode; 0% = oxytocin EC15, 100% = EC100. activation, % at 3 µM. 0.061% of 320,000 active. AID 2445;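 active means activation above that plate's cutoff, the mean activation of tested compounds plus 3 SD, cut at about 6.6% in these data, passing the limit was not always enough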;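 further: 100% uses oxytocin at 75 nM as the full agonist control; some results filed as inactive read as strong as hits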
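System: human OTR in CHO cells / Also added: sub-maximal oxytocin, roughly EC15 / Control set: EC15 oxytocin low, 75 nM oxytocin high / Schedule: 6 min compound pre-incubation at room temperature, 100 s kinetic read / Compound: single-point 3.0 µM / Replication: singlicate / Technique: Fluo-8 calcium dye fluorescence / Read-out basis: % activation of max/min ratio relative to oxytocin controls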
CHO-K1 Ca antag – M1 antagonist counterscreen hit in parental CHO-K1 cells; inhibition, % at 3 µM; 0.6% of 360,000 active; AID 602250; ATP-induced calcium, Fluo-8 fluorescence;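 active means inhibition above a per-plate cutoff, the plate's mean sample inhibition plus 3 SD, cut at about 24% in these data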;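 further: 0% = DMSO plus EC80 ATP and 100% = DMSO alone without ATP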
OXTR ag – agonists of human oxytocin receptor; 0.32% of 320,000 active; activation, % at 3 µM; CHO-OTR cells, Fluo-8 calcium fluorescence; normalized: DMSO 0%, oxytocin 100%;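 active means activation above the mean of all tested compounds plus 3 SD, cutoff set per screening run, cut at about 20% in these data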;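 further: peak over basal fluorescence ratio from a 100 s FLIPR kinetic read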
Numbers without * were called inactive; nt = not tested or not shown. This is a random part of the collection. Share with any hit: about 3.5%.

SMILES	GPR7 antag	CHO-K1 Ca PAM	CHO parental Ca	TAAR1 antag	CHO-K1 Ca ag	V1aR counter	OXTR potentiator	CHO-K1 Ca antag	OXTR ag
CCC(C)C(=O)N1c2ccccc2C(=C2SC(C(=O)OC)=C(C(=O)OC)S2)C(=S)C1(C)C (stereo not drawn)	11.0	-2.5	-10.4	4.2	-0.3	-0.2	-12.8	3.8	-0.1
COC(=O)N[C@H](c1ccccc1)[C@@]1(C)C[C@@H]1[C@@H](C)C(=O)Nc1ccc2ccccc2c1	nt	-5.8	-31.3	2.9	-1.0	-0.4	-3.9	-9.2	-2.1
O=C(c1ccc(Cl)cc1)N1CCN(S(=O)(=O)/C=C/c2ccccc2)CC1	nt	-18.5	0.4	-0.1	5.0	3.6	-12.2	-6.2	4.5
Cc1sc2nc(COC(=O)C(NC(=O)c3ccc(Cl)cc3Cl)C(C)C)[nH]c(=O)c2c1C (stereo not drawn)	-5.2	21.0	-10.1	-19.9	-0.5	0.5	1.1	-11.1	-1.5
COC(=O)CC1c2ccccc2S(=O)(=O)N1Cc1ccccc1 (stereo not drawn)	nt	17.1	-10.2	5.7	0.0	-0.2	-1.1	-19.9	-0.5
CN(CC(=O)NC1(C)CCS(=O)(=O)C1)S(=O)(=O)c1ccc(Cl)cc1 (stereo not drawn)	nt	4.5	-10.8	-27.8	0.6	0.9	-8.4	0.2	-1.0
CCn1cc(C(=O)O)c(=O)c2cc(F)c(N3CCN(C(=S)Nc4ccc(OC)cc4)CC3)cc21	6.0	19.8	-2.7	-15.3	1.3	0.9	3.8	-11.1	0.2
Cc1ccc(CNn2cnnc2SCC(=O)NC(C)(C)C)cc1	5.6	-1.0	-6.7	-10.5	0.2	0.7	-5.7	2.4	0.5
CN=C1S/C(=C\c2ccc(SC)cc2)C(=O)N1C	27.7	8.5	-6.3	-11.5	1.6	0.1	-14.6	-13.2	-1.0
COc1ccccc1NC(=O)CC(c1ccc(F)cc1)c1ccco1 (stereo not drawn)	-2.0	3.5	-20.3	-4.0	1.2	-0.4	-1.7	0.9	-3.2
O=C(NCc1ccccc1)C(c1cccnc1)N(C(=O)c1csnn1)c1ccccc1 (stereo not drawn)	-7.6	6.7	-19.4	-0.7	2.5	-0.3	-3.8	-13.2	0.9
Cc1cccc(OCCNC(=O)CCNS(=O)(=O)c2ccc3ccccc3c2)c1	nt	-5.9	-6.3	-2.3	2.5	6.4	-10.3	-21.5	5.4
O=C(O)Cc1ccc(NC(=O)c2ccc3c(c2)C(=O)N(Cc2ccccc2)C3=O)cc1	nt	14.5	nt	-15.8	1.1	nt	nt	-1.1	nt
COc1ccc(CCNC(=O)Cn2c(=O)n(-c3ccc(C)c(F)c3)c(=O)c3sccc32)cc1OC	-3.5	-8.7	-13.1	-74.9	-0.5	-0.6	-0.9	-0.4	-2.4
O=C(NCCN1CCCCC1)c1ccc(/C=N/O)nc1	-13.8	14.1	16.5	-17.0	0.7	0.7	-3.2	-3.4	0.1
O=C(NCCCl)Nc1ccccc1NS(=O)(=O)c1cccs1	nt	-11.4	-6.6	-14.1	-0.2	1.4	7.4	0.6	1.8
CN(C)c1ccc(NC(=O)c2cnsn2)cc1	-0.7	2.1	-17.5	-15.9	0.0	1.6	-1.6	-6.3	1.1
Cc1c(NC(=O)C(C)OC(=O)c2ccc(Cl)nc2)c(=O)n(-c2ccccc2)n1C (stereo not drawn)	-7.3	-0.7	-2.4	-25.0	-0.1	0.3	4.0	2.7	0.6
CCCCn1ccc(=O)c2c(C(F)(F)F)nccc21	-8.6	-4.0	-11.0	5.9	1.2	3.3	-12.4	5.3	1.6
Cc1c(C)n(CC(O)CNc2ccccc2)c2ccccc12 (stereo not drawn)	-9.6	35.4	-15.8	10.1	3.5	0.1	0.6	-16.5	-0.6
COC(=O)c1cc(OC)c(OC)c(OC)c1N	-14.2	14.5	-13.4	-9.1	-0.2	1.1	-7.7	-8.5	0.5
Cc1cccc(CSc2ccc3nnc(-c4cccs4)n3n2)c1	-11.8	1.2	-15.9	-6.8	0.3	-0.1	-11.9	-1.8	-1.1
O=C(Cn1c(=O)oc2cc(S(=O)(=O)NCc3ccccc3)ccc21)NCc1ccco1	13.7	13.3	-4.3	-14.0	1.0	1.4	-3.7	14.8	1.9
CSc1ccc(S(=O)(=O)Nc2ccc3c(c2)OCCO3)cc1	-0.5	-3.6	22.1	-10.5	4.3	6.7	-11.5	8.9	11.2
COc1cccc(NC(=S)N2CCN(C(c3ccccc3)c3ccccc3)CC2)c1	-6.9	12.5	-14.9	-14.6	0.0	0.7	3.8	-11.7	-0.9
C#CCOCCOCCOCCNc1nc(N2CCN(C(=O)[C@H](CCCCN)n3cc([C@@H](N)CC(C)C)nn3)CC2)nc(N2CCN(C(=O)[C@H](Cc3ccc(O)cc3)n3cc([C@@H](N)CC(C)C)nn3)CC2)n1	-10.1	nt	4.7	nt	nt	-0.6	-8.0	nt	-0.4
CCOc1ccc(NS(=O)(=O)c2ccc(C(=O)NCC3CCCO3)cc2)cc1 (stereo not drawn)	nt	8.8	nt	-12.1	3.6	nt	nt	-14.4	nt
Cc1ccc(S(=O)(=O)CC(C)(O)CS(=O)(=O)c2ccc(C)cc2)cc1	-7.6	13.9	-15.4	-11.1	0.7	1.0	-0.8	-7.2	-1.9
COc1ccccc1C(=O)Nc1cc(C)on1	-3.1	20.2	-8.6	-21.5	0.5	0.2	-11.4	-13.3	-0.9
COc1ccc(C(=O)C2CCCN(C(=O)Cn3cncn3)C2)cc1OC (stereo not drawn)	-18.5	-12.9	-6.6	-9.6	0.8	0.8	-4.0	-6.6	0.3
COc1ccc(CN2C(=O)c3cccnc3C2=O)cc1S(=O)(=O)N1CCCC(C)C1 (stereo not drawn)	-3.5	-6.2	-25.0	-11.3	1.0	1.4	-5.8	-0.2	0.9
CCCn1c2ccccc2c2cnn(CC(=O)O)c(=O)c21	-6.2	5.5	-4.3	-19.1	3.2	0.3	-11.3	0.0	-0.4
S=C(NCc1cccnc1)Nc1cc(Cl)cc(Cl)c1	-3.6	-0.9	4.9	16.4	9.1	10.1	-12.8	9.2	12.0
Cc1ccc(SCCNC(=O)CN2C(=O)c3ccccc3S2(=O)=O)cc1	-7.6	-1.3	-20.1	24.7	2.3	1.4	-5.0	-7.1	0.0
Cc1ccc(CN2CCN(C(=O)CCC(=O)Nc3nnc(C(C)C)s3)CC2)c(C)c1	-1.9	-4.2	-32.5	-13.0	2.5	8.3	-13.7	-7.7	3.9
CO/N=C\Cc1oc(=O)c(NC(=O)c2ccccc2)cc1C(=O)OC	5.4	24.9	-10.4	1.0	2.1	1.0	2.9	-15.6	0.9
Cc1c(C(=O)N2CCCC(C)C2)sc2ncnc(N3CCCCC3C)c12 (stereo not drawn)	13.5	5.1	-12.6	20.9	2.1	0.4	-5.3	-8.0	-2.9
CCC(C)(C)NC(=O)c1ccc(Sc2nncn2C)c([N+](=O)[O-])c1	-10.8	6.6	-4.8	-17.4	0.0	0.1	0.7	-3.5	-0.4
COc1cc(C2CC(=O)Nc3ccccc3S2)cc(OC)c1OC (stereo not drawn)	-13.1	16.2	-4.5	43.7	4.4	1.5	-0.9	8.6	0.1
COC(=O)Cc1nc2ccccc2[nH]1	-5.8	23.0	-11.4	-3.5	-0.3	0.9	-2.8	5.8	0.4
Cn1c(Oc2ccc(Cl)cc2)c(C=O)c2ccccc21	-3.3	-9.1	-19.2	7.7	-0.2	-0.5	-18.4	27.3*	-1.5
CCc1sc(C(=O)Nc2ccc3nc(C)sc3c2)cc1C	nt	1.7	-23.3	-1.5	0.3	-0.4	-6.6	-20.5	-1.8
COc1ccc(Nc2nc(Cl)nc(Nc3ccc(OC)cc3OC)n2)c(OC)c1	-11.8	21.1	-9.1	11.1	0.5	0.3	-5.2	-3.5	-2.8
Cn1c(CN2CCCCC2)nc2cc(NC(=O)c3ccccc3)ccc21	2.0	10.2	-12.3	9.4	0.4	0.0	1.8	-20.8	0.6
CC(C)Nc1nc(Oc2ccc(=O)n(-c3ccccc3)n2)nc(N(C)C)n1	-9.4	-0.7	-22.8	-12.6	-0.2	0.0	-7.6	-1.9	-1.7
CCCCCCc1nnc(N)s1	0.0	21.2	-7.8	12.7	-0.5	-0.3	-6.7	-10.8	-1.3
COc1ccc(NC(=O)C2CC2)cc1OC1CCCC1	-19.4	9.6	-7.3	nt	0.5	0.0	-6.7	-8.1	-0.8
COc1ccc(C(=O)NCC(=O)OCc2ccc(Br)cc2)cc1	3.3	21.2	-1.7	-7.3	-0.2	-0.6	-6.6	-6.5	-2.6
Cc1c(OCC(=O)Nc2cccnc2)ccc2c3c(c(=O)oc12)CCC3	7.1	7.9	-14.8	1.9	0.6	3.3	-13.8	-9.9	3.8
O=C(Cc1ccccc1F)Nc1nc(-c2ccc(F)c(F)c2)cs1	2.3	7.0	-3.8	67.5*	5.8	2.1	-8.4	-6.9	-0.1
CC1(c2ccc3ccccc3c2)NC(=O)N(CC(N)=O)C1=O (stereo not drawn)	-7.2	1.5	12.2	-8.0	-0.2	-0.5	-11.5	3.0	0.5
Cn1c(SCC(=O)N2CCc3ccccc32)nnc1-c1ccc(S(=O)(=O)N2CCCC2)cc1	-7.2	-8.6	-30.3	11.2	0.7	3.0	-7.6	-1.4	1.5
COC(=O)C(C)Oc1ccc(-c2nccc(-c3cccs3)n2)cc1 (stereo not drawn)	-15.7	13.0	-27.5	-3.0	-0.3	0.3	-7.2	-13.5	-2.2
CC1CCCCN1CCCNC(=O)c1nn(C)c2c1CSc1ccccc1-2 (stereo not drawn)	-8.8	7.0	-25.1	-29.9	0.7	1.4	1.9	-13.2	0.1
O=C(COC(=O)CSc1ccc2ccccc2c1Br)NC1CC1	-7.7	-4.3	-10.2	7.1	5.1	8.9	-18.0	-0.4	9.2
O=C(O)CSCC(=O)N(c1ccccc1)c1ccccc1	-17.9	-0.2	1.5	-18.6	-0.1	0.7	6.2	4.9	0.6
